Screens (PubChem BioAssay)
Eya2 phos inh = Eya2 (human) phosphatase inhibition | Potency, µM (series often up to 76.9 µM), for inactives: top-dose activity, negative = inhibition, usual class: inhibitors | 330,000 compounds, 0.006% hits | recombinant Eya2, OMFP fluorescence dephosphorylation (OMFP is methylfluorescein phosphate) | AID 488837; also: potency is read from the fitted curve at half-maximal effect; % is scaled to controls: 0 for no effect and ±100 for the full control effect
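Eya2 (0.2 uM) preincubated 10 min at ambient with compound, then OMFP substrate added at 50 uM; 10 min reaction in 50 mM HEPES pH 7.5, 50 mM NaCl, 5 uM MgCl2, 0.05% BSA, 1 mM DTT. Fluorescence read at Ex 485/Em 525 nm.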
ELG1 DNA repair = inhibitors of ELG1-dependent DNA repair in HEK293T cells; Potency, µM (doses to about 46.1 µM), inactives show at the highest dose activity change, negative = inhibition, hits mostly inhibitors; 330,000 compounds, 2.3% hits; HEK293T ELG1-luciferase reporter, luminescence, 16 h; DNA damage induced by 5-fluorouridine; also: potency is read from the fitted curve at half-maximal effect; % is scaled to controls: 0 for no effect and ±100 for the full control effect; nearly all actives have a fitted effect of over 55% in size
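HEK293T cells expressing luciferase-tagged ELG1 (2,000/well) received 5-Fluorouridine plus compound or DMSO for 16 hr at 37 °C. Luciferase was read by ONE-Glo luminescence after 30 min at room temperature.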
Tb PFK inh = T. brucei PFK enzyme inhibition; Potency, µM (top dose mostly 57.5 µM), for inactives: at the highest dose activity, negative = inhibition, usual class: inhibitors; AID 485367; 330,000 compounds, 0.17% hits; T. brucei PFK, ADP-Glo luminescence;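 also: potency is read from the fitted curve at half-maximal effect; 0% = uninhibited 1x PFK enzyme wells and -100% = no-enzyme wells; nearly all actives have a fitted effect of over 60% in size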
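In TEA buffer at pH 8.0 with 5 mM MgCl2, enzyme (1.25 nM) converted F6P (0.5 mM) and ATP (0.1 mM) for 45 min at room temperature. ADP product was read by luciferase luminescence.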
AT treatment = candidate therapy for ataxia-telangiectasia; 320,000 compounds, 0.19% hits; Potency, µM (doses to about 57.5 µM), for inactives: at the highest dose activation, hits mostly activators; AID 485349; […] A-T fibroblasts, KAP-1 phosphorylation AlphaLISA; neocarzinostatin DNA damage 30 min before lysis; also: potency is read from the fitted curve at half-maximal effect; % of control where 0% means no effect; nearly all actives have a fitted effect of over 45% in size
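hTERT-immortalized A-T patient fibroblasts ([…]), 500 cells/well in OPTI-MEM, 1% FBS, got compounds for 60 min, then NCS for 30 min at 37C. Lysates were then assayed for phospho-KAP-1 by AlphaLISA (anti-pKAP1 donor, anti-KAP1 acceptor beads), 6 hr at 25C.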
BCR signal inh = chronic active BCR signaling inhibition | ABC-DLBCL IkBa-CBG/CBR reporter, luminescence ratio, 4 h | Potency, µM (highest dose often 46.1 µM), for the others: at the highest dose ratio change, negative = lower green/red ratio, usual class: inhibitors | 340,000 compounds, 0.05% hits | AID 493014; active = well fitted inhibition curve with a large enough effect in the signal ratio, with a control signal flat, not every such curve was filed as active; inconclusive = small, poorly fitted or top-dose-only effect, or effect the other way, or a change in a side signal; the % refers to the signal ratio;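 also: potency is read from the fitted curve at half-maximal effect; plate controls were basal doxycycline-induced cells for no effect and cells given 10 µM MG132 for full effect; MG132 reads +100%, hits lower the ratio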
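TMD8 human ABC-DLBCL cells with doxycycline-inducible IκBα–green luciferase fusion and unfused red luciferase, in 0.5% FBS medium; compounds up to 46 uM, 4 h at 37C. Green/red luminescence ratio, filter-overlap corrected, fitted to concentration-response curves.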
TSG101-PTAP inh = blocks PTAP/TSG101 interaction to inhibit HIV-1 budding; Potency, µM (highest dose often 115 µM), for the others: at the top dose activity change, negative = inhibition, hits mostly inhibitors; 340,000 tested, under 10 active; Q99816; Fluorescence polarization, FITC-PTAP peptide / Tsg101 binding; active = well fitted inhibition curve with a large enough effect in the main read-out, with a control signal flat, not every such curve was filed as active; inconclusive = small, poorly fitted or top-dose-only effect, or effect the other way, or a change in a side signal; inactive = no such curve, though single readings can be large or run the other way; also: potency is read from the fitted curve at half-maximal effect; % of control where 0% means no effect
Target sequence (Q99816 whole entry, looked up): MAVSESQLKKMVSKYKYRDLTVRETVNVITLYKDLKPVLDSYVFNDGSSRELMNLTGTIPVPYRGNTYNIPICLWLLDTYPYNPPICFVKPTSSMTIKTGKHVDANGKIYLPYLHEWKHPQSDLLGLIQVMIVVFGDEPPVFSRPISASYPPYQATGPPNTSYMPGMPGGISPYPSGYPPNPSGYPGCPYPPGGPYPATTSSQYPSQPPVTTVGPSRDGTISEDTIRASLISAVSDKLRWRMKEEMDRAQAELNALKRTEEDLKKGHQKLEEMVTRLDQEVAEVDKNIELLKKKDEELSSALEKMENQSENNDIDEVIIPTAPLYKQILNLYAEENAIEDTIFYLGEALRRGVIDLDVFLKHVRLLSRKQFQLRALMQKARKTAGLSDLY
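Steps: Tsg101 binding domain dispensed (10 uM final), compounds pinned in DMSO, FITC-labeled PTAP-motif peptide added (50 nM final); after 20 min binding at room temperature, polarization measured.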
TSHR antagonist = human thyrotropin receptor antagonism. 330,000 compounds, 0.2% hits. P16473. TSHR-expressing cells, TSH-stimulated cAMP HTRF, 2 h; stronger effect = lower value. activity change, negative = inhibition, % at 11.5 µM;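 active = activity change below a set negative limit, meaning inhibition stronger than a set level, cut at about -70% in these data; inconclusive = activity change between two set negative limits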; also: % is scaled to controls: 0 for no effect and ±100 for the full control effect
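TSHR-expressing cells were treated with compounds, then stimulated with TSH at EC80 (4nM final) for 2 hours at 37 deg C. Cellular cAMP was measured by HTRF competition between lysate cAMP and cAMP-d2 for a cryptate-labelled anti-cAMP antibody.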
ASM inhibitor = blocks human secretory acid sphingomyelinase | P17405 | placental ASM, HMU-PC fluorogenic substrate, 60 min | Potency, µM (series often up to 57.5 µM), for inactives: top-dose activity change, negative = inhibition, most hits filed as inhibitors | 340,000 compounds, 0.006% hits | AID 504937; also: potency is read from the fitted curve at half-maximal effect
Target sequence (P17405 47-631 limits assumed): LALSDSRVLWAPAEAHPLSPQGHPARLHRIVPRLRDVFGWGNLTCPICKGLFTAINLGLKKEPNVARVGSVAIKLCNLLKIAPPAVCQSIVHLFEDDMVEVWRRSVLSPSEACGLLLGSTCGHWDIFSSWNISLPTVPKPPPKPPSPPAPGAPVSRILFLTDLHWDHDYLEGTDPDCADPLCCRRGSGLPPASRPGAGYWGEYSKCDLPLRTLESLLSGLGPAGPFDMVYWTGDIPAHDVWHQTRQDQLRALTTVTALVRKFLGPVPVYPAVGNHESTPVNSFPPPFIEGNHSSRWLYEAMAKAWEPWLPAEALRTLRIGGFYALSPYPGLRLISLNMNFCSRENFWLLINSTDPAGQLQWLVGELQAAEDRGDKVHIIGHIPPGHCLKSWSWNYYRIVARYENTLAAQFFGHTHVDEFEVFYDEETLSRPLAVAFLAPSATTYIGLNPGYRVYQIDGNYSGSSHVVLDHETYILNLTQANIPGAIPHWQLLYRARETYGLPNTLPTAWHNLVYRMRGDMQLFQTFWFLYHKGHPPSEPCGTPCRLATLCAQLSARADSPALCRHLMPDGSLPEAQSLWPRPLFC
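Fluorescence read-out (Ex 386 nm, Em 447 nm) after stopping the reaction at pH 10. Enzyme: ASM from human placenta; substrate HMU-PC0, 9 uM final; 60 min, 37 °C. Compound preincubation 10 min, ambient temperature.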
a7 integrin act = integrin-mediated muscular dystrophy alleviation activation. alpha7betagal myoblasts, beta-gal FDG fluorescence, 48 h. Potency, µM (highest dose often 38.3 µM), inactives show at the highest dose activation, actives largely listed as activators. 350,000 compounds, 0.064% hits. AID 624291;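 also: potency is read from the fitted curve at half-maximal effect; 100% = response of the positive control SU9516; nearly all actives have a fitted effect of over 60% in size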
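Alpha7betagal+/- myoblasts (passage 13) were plated 16-24 hr, then exposed to compounds (1:260 dilution of DMSO stock) for 48 hours at 37C. After MPER lysis, β-galactosidase reporter activity was read as FDG fluorescence (ex 480/em 540) after 30 minutes.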
TCR act = T cell receptor activation. primary human leukocytes, anti-CD3, IL-2 HTRF, 48 h. AID 504894. 330,000 tested, under 10 active. Potency, µM (doses to about 9.22 µM), for inactives: at the highest dose activation of IL-2 secretion, most hits filed as activators; also: % of control where 0% means no effect
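TCR engagement came from a-CD3 beads alone, with compounds added to primary human leukocytes for 48 hr. Secreted IL-2 bridged europium cryptate- and d2-labelled anti-IL-2 antibodies, giving FRET emission at 665nm after 320nm excitation.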
Mito fusion act = inhibitors of mitochondrial division or activators of mitochondrial fusion; 320,000 compounds, 0.23% hits; AID 485298; Potency, µM (highest dose often 46.1 µM), for the others: at the highest dose growth rescue (activation), actives largely listed as activators; S. cerevisiae fusion-defective mutant growth rescue, CellTiterGlo 48 h;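 also: potency is read from the fitted curve at half-maximal effect; % of control where 0% means no effect; nearly all actives have a fitted effect of over 45% in size; temperature-sensitive fusion mutants such as fzo1-1 at 37 °C on non-fermentable ethanol glycerol medium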
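S. cerevisiae fusion-defective temperature-sensitive mutants (e.g. fzo1-1, mgm1-5) grown 48 h at 37C in YPEG (ethanol/glycerol non-fermentable) medium with 23 nl compound per well; growth rescue read as CellTiterGlo luminescence.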
Starred values were filed as active, the others as inactive; ? = inconclusive; / = not tested or not shown; [ ] = remark or other dose. Unless noted, calls follow the shape of the dose curve; as a rule, active = well fitted curve in the direction sought with a large enough effect; inconclusive = small, poorly fitted or top-dose-only effect, or another doubt; inactive = no such curve, though single readings can be large; an effect the other way counts as inactive or inconclusive.

Assay codes: A = Eya2 phos inh; B = ELG1 DNA repair; C = Tb PFK inh; D = AT treatment; E = BCR signal inh; F = TSG101-PTAP inh; G = TSHR antagonist; H = ASM inhibitor; I = a7 integrin act; J = TCR act; K = Mito fusion act
Cc1c(C(=O)NCc2ccc3c(c2)OCO3)cccc1[N+](=O)[O-]
  A: 0%; B: 17%; C: -5%; D: -1%; E: -4%; F: 0%; G: -8; H: 1%; I: 1%; J: -2%[46.1 µM]; K: 1%

CCOC(=O)/C(=C/c1c[nH]c2ccccc12)NC(C)=O
  A: 0%; B: -3%; C: 0%; D: -4%; E: -27%; F: -3%; G: 3; H: -2%; I: -6%; J: 5%; K: 0%

COc1cc(C=C2C(=O)OC(C)(C)OC2=O)ccc1OCC(=O)Nc1ccccc1
  A: 16%; B: ?; C: -4%; D: 0%; E: ?; F: -1%; G: -6; H: 2%; I: -3%; J: 3%; K: 2%

CN(C)S(=O)(=O)Oc1cccc(C(=O)Nc2ccc(Cl)cc2)c1
  A: -2%; B: ?; C: 1%; D: 3%; E: ?; F: 1%; G: -24; H: -6%; I: -41%[inhibitor]; J: /; K: 2%

C/C(CC(=O)Nc1cccc(Cl)c1Cl)=N\NC(=O)C(=O)NC1CCCCC1
  A: 2%; B: -3%; C: -8%; D: -1%; E: -12%; F: 1%; G: 30; H: 0%; I: 22%; J: 6%; K: 10%

c1ccc(C2CCC3(CC2)Oc2ccccc2C2CC(c4cccnc4)=NN23)cc1 (stereo not drawn)
  A: 0%; B: ?; C: 0%; D: 10%; E: -6%; F: /; G: 12; H: /; I: /; J: 3%[46.1 µM]; K: 0%

COc1ccccc1N1CCN(S(=O)(=O)c2c(C)ccc3nsnc23)CC1
  A: -10%; B: ?; C: -6%; D: -3%; E: ?; F: -3%; G: 3; H: 0%; I: 18%; J: -1%; K: 20%

Cc1ccc(Sc2cnc(N)nc2C)cc1
  A: 4%; B: -6%; C: 1%; D: 8%; E: -9%; F: -5%; G: -9; H: 7%; I: 5%; J: -1%; K: -2%

Cc1ccc(S(=O)(=O)CCC(=O)Nc2nc(-c3ccccn3)cs2)cc1
  A: 3%; B: ?; C: 11%; D: 3%; E: 5%; F: -4%; G: 2; H: -1%; I: -29%; J: 0%; K: 3%

Cc1ccccc1S(=O)(=O)Cc1ccc(C(=O)NC(C)c2ccc3c(c2)OCCO3)o1 (stereo not drawn)
  A: 5%; B: ?; C: 0%; D: 5%; E: 1%; F: -1%; G: -25; H: 1%; I: 0%; J: -1%; K: 2%

As entered above.
Cc1ccccc1S(=O)(=O)Cc1ccc(C(=O)NC(C)c2ccc3c(c2)OCCO3)o1 (stereo not drawn) in ASM inhibitor = 1%
CN(C)S(=O)(=O)Oc1cccc(C(=O)Nc2ccc(Cl)cc2)c1 in ASM inhibitor = -6%

(continued)
Assay codes: A = Eya2 phos inh; B = ELG1 DNA repair; C = Tb PFK inh; D = AT treatment; E = BCR signal inh; F = TSG101-PTAP inh; G = TSHR antagonist; H = ASM inhibitor; I = a7 integrin act; J = TCR act; K = Mito fusion act
O=C(COc1ccc(/C=C\[N+](=O)[O-])cc1)N1CCOCC1
  A: 11%; B: ?; C: ?; D: ?; E: ?; F: -4%; G: 48; H: 2%; I: -23%; J: 0%; K: -9%

CCC/C(O)=C1\C(=O)CC(C)(C)CC1=Nc1ccccc1OC
  A: -8%; B: ?; C: 2%; D: -1%; E: ?; F: -5%; G: -10; H: -1%; I: -10%; J: 3%; K: 3%

Cc1cc(NC(=O)CSCC(=O)N(C)Cc2cccc(Cl)c2)no1
  A: -8%; B: 9%; C: -3%; D: -2%; E: -4%; F: -2%; G: 1; H: /; I: 18%; J: -1%; K: -15%

CCc1nc(N[C@@H](CC(C)C)C(=O)O)c2oc3ccccc3c2n1
  A: -4%; B: -1%; C: 1%; D: -3%; E: ?; F: -3%; G: 6; H: 1%; I: 15%; J: -2%; K: -2%

O=C(NCC1CCCO1)c1ccccc1NS(=O)(=O)c1cc([N+](=O)[O-])ccc1Cl (stereo not drawn)
  A: -25%; B: ?; C: -4%; D: 12%; E: 0%; F: -7%; G: -3; H: 2%; I: ?; J: -4%; K: /

CC(=O)NC1=NC(=O)/C(=C/c2cn(C(C)=O)nc2-c2ccccc2)S1
  A: 22%; B: 21µM*; C: ?; D: 0%; E: ?; F: -2%; G: -24; H: 1%; I: ?; J: -6%; K: -2%

COc1ccc(/C(N)=N/OC(=O)CCc2ccccc2)cc1OC
  A: ?; B: ?; C: 1%; D: 13%; E: ?; F: -7%; G: -8; H: -1%; I: 25%; J: -12%; K: -6%

C=CCN1C(=O)c2oc3ccccc3c(=O)c2C1c1ccc(O)c(OC)c1 (stereo not drawn)
  A: -10%; B: ?; C: -1%; D: 1%; E: -4%; F: -10%; G: -17; H: 1%; I: 6%; J: -4%; K: -2%

CC(C(=O)NCc1ccc2c(c1)OCO2)N1c2cccc3cccc(c23)S1(=O)=O (stereo not drawn)
  A: -17%; B: ?; C: 3%; D: 8%; E: -3%; F: -2%; G: -1; H: 4%; I: -9%; J: 3%; K: 0%

Cc1cc2ncn(-c3nnnn3-c3ccccc3)c2cc1C
  A: 8%[15.4 µM]; B: ?; C: -1%; D: -7%; E: -3%; F: -4%; G: 1; H: -3%; I: -14%; J: /; K: 6%

O=C1NC(c2ccccc2)C(C(=O)c2cccs2)C(O)(C(F)(F)F)N1 (stereo not drawn)
  A: -7%; B: 27%; C: 0%; D: -5%; E: 5%; F: 0%; G: -4; H: 1%; I: 6%; J: -3%; K: 1%

COc1ccc2nc3ccccc3nc2c1
  A: -2%; B: ?; C: -5%; D: 7%; E: ?; F: -5%; G: -10; H: 83%[activator]; I: -15%; J: -7%; K: -6%

C[C@H]1NC(=O)[C@@]2(C)[C@@H](c3ccccc3)[C@H]3COc4ccccc4[C@H]3N2C1=O
  A: -12%; B: 15%; C: 0%; D: -9%; E: ?; F: /; G: 19; H: -4%; I: 22%; J: 1%; K: 8%

Cc1ccc(C)c(N2CCN(C(=O)CNS(=O)(=O)c3cccs3)CC2)c1
  A: 8%; B: -6%; C: 0%; D: 3%; E: -5%; F: -10%; G: 0; H: 4%; I: ?; J: -4%; K: 8%

O=C(O)Cn1cc(C(=O)c2cccs2)c2ccccc21
  A: -2%; B: 3%; C: 0%; D: 6%; E: -1%; F: -8%; G: 0; H: 6%; I: -12%[7.66 µM]; J: /; K: 2%

COc1ccc(N2CCN(C(=O)c3nn(C)c4c3CS(=O)(=O)c3ccccc3-4)CC2)cc1
  A: -2%; B: -5%; C: 1%; D: -5%; E: -1%; F: 1%; G: 0; H: -7%; I: 3%; J: -7%; K: -3%

O=C(CN(C(=O)c1ccccc1Cl)N1C(=O)C2C3C=CC(C3)C2C1=O)c1cccs1 (stereo not drawn)
  A: -4%; B: 0%; C: -3%; D: 1%; E: -1%; F: 1%; G: -3; H: 0%; I: 13%; J: 1%; K: 0%

CCOc1cccc(NC(=O)C2CC(=O)N(C)C(=Nc3cccc(F)c3)S2)c1 (stereo not drawn)
  A: -5%; B: 2%; C: 2%; D: 4%; E: ?; F: -1%; G: -8; H: ?; I: -35%; J: -11%; K: -7%

CN(C)S(=O)(=O)c1ccc(N2CCCC2)c(C(=O)Nc2ccc(C(N)=O)cc2)c1
  A: 19%; B: -1%; C: 1%; D: 1%; E: -13%; F: -4%; G: 1; H: 2%; I: -4%; J: -5%; K: -2%

Cc1ccc(OCCCc2c(C)n[nH]c2C)cc1
  A: 2%; B: ?; C: 13%; D: 2%; E: ?; F: 1%; G: -9; H: 5%; I: -11%; J: 7%; K: -4%

O=C(O)C1=C[C@@H](C2CC2)C[C@@H](OCc2ccc(CO)cc2)O1
  A: -7%; B: 5%; C: -1%; D: 13%; E: 3%; F: -12%; G: -1; H: 2%; I: 11%; J: 1%; K: -1%

Rows are unselected, and some 3.2% of all compounds hit somewhere here.
